Bioassay records (PubChem)
mIAP block = blocks mouse intestinal alkaline phosphatase; AID 2806; purified mouse IAP, CDP-Star luminescence, 30 min; inhibition, % at 10 µM; 0.2% of 330,000 active;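 active = inhibition of at least 40% at 10 µM in the primary screen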;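 note: plate controls were DMSO with enzyme for no effect and no enzyme wells for full effect; values of inactives mirror those of a sister screen read the other way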
A3A deaminase = human APOBEC3A DNA deaminase inhibition | P31941 | AID 493011 | 0.41% of 330,000 active | inhibition, % at 20 µM | recombinant A3A, FAM/TAMRA ssDNA deamination fluorescence;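 active = at least 40% inhibition at 20 µM here, with at most 30% in a related deaminase screen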;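 note: plate controls were A3A with DMSO for no effect and wells lacking A3A enzyme for full effect; some results filed as inactive read as strong as hits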
Target sequence (P31941 whole entry, looked up): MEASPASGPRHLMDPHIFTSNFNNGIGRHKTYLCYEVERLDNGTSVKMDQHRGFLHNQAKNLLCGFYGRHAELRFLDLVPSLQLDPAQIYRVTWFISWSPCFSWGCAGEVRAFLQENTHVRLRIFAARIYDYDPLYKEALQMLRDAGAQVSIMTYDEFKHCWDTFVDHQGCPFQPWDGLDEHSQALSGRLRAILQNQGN
hIAP inh = blocks human intestinal alkaline phosphatase. inhibition, % at 10 µM. purified IAP, CDP-Star luminescence, 30 min. P09923. 0.12% of 330,000 active;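 active = inhibition reaching a set limit with compound at 10 µM in the primary screen, cut at about 35% in these data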;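 note: plate controls were DMSO wells with enzyme for no effect and no-enzyme buffer wells for full effect; values of inactives mirror those of a sister screen read the other way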
Target sequence (P09923 whole entry, looked up): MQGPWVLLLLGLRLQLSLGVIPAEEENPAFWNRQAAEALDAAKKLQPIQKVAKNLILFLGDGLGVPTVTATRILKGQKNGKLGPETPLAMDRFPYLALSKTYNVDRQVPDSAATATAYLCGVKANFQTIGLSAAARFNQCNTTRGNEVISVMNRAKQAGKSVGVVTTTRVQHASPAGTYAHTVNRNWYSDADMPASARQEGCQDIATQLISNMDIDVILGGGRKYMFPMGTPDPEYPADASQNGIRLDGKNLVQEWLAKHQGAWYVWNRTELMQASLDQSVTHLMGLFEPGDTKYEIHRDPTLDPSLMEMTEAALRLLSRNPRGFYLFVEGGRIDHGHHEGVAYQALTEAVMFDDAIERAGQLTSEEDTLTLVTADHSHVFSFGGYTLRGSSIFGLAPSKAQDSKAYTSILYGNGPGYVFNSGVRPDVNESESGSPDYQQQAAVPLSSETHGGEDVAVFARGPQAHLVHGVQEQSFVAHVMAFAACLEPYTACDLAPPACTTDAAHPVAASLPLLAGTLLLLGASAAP
beta cell repl = MIN6 beta-cell proliferation induction; MIN6 cells proliferation, ATPlite luminescence, 48 h; cells starved in 0.2% serum; 100% = growth in 10% serum; proliferation, % at 10 µM; 0.29% of 330,000 active; AID 2380;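 active = compounds whose signal lies at least 3.5 SD above the mean of all wells on their plate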;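 note: 0% = DMSO-treated cells in low-serum medium and 100% = 10% serum control; some compounds called inactive have numbers as strong as hits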
MPTP inh = inhibitors of mitochondrial permeability transition pore. isolated mouse mitochondria, Ca2+ swelling absorbance, 30 min. inhibition, % at 10 µM. 1.4% of 360,000 active. AID 602449;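 active = inhibition of 50% or more, scaled per plate between neutral and stimulator controls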;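 note: 0% = DMSO wells given calcium and 100% = 1 mM EGTA wells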
hIAP activ = human IAP activation; P09923; purified human IAP, CDP-Star luminescence, 30 min; stronger effect = higher value; 1 = vehicle-only enzyme, 0 = enzyme-free background; activation factor at 10 µM; 0.16% of 330,000 active; AID 2524;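 active = activation factor of the enzyme at least 2-fold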; note: the source names both 10 and 20 µM as test concentration; values of inactives mirror those of a sister screen read the other way
A3G deaminase = inhibitors of human APOBEC3G DNA deaminase | AID 493012 | 0.28% of 330,000 active | recombinant A3G, ssDNA deamination FAM/TAMRA fluorescence | inhibition, % at 20 µM | Q9HC16;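 active = inhibition of at least 40% at 20 µM, with no more than 30% in the related APOBEC3A deaminase screen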;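 note: plate controls were DMSO wells with A3G for no effect and wells lacking A3G enzyme for full effect; some compounds called inactive have numbers as strong as hits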
Target sequence (Q9HC16 whole entry, looked up): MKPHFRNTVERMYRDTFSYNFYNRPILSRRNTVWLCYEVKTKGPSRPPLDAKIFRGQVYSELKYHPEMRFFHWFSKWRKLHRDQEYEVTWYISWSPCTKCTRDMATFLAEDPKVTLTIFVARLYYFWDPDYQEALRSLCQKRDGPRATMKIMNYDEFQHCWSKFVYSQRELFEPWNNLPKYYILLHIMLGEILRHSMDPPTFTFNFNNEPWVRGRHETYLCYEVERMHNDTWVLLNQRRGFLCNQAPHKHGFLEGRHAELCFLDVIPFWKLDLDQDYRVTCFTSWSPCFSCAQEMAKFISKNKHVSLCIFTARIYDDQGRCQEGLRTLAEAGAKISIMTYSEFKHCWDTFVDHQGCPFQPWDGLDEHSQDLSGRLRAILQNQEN
NR3A LBD binder = modulators (binders) of human NR3A ligand-binding domain; 2.5% of 340,000 active; Tm shift relative to glycine control, % at 25 µM; AID 1259313; NR3A LBD differential scanning fluorimetry, Tm shift; 0% = protein alone, 100% = glycine-bound protein;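 active = melting temperature shift of at least 10% of the positive control shift, at one fixed dose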
mIAP act = increases mouse intestinal alkaline phosphatase activity. muIAP, CDP-Star luminescence, 30 min; stronger effect = higher value; 1 = vehicle-only enzyme signal, 0 = enzyme-free wells. activation factor at 10 µM. 0.24% of 330,000 active;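 active = activation factor of at least 2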; note: the source names both 10 and 20 µM as test concentration; values of inactives mirror those of a sister screen read the other way
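Assay system: mouse IAP enzyme; reagent: chemiluminescent substrate CDP-Star; dosing: test compounds delivered from DMSO solution; schedule: 30 min at room temperature; measured by: luminescence from enzymatic CDP-Star hydrolysis; controls: DMSO-only wells and no-enzyme negative control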
* = called active by the depositor; . = no result given.

1	CCCN(CC1CC1)c1nc(N)c(C#N)c(CC#N)c1C#N
2	C(=N\n1cnnc1)/c1cccs1
3	S=C(NCCN1CCOCC1)Nc1ccccc1Cl
4	COc1ccc(OC)c(C(C(=O)NCc2ccco2)N(C(=O)Cn2nnc3ccccc32)C(C)C)c1 (centres undefined)
5	CNC(=O)c1cccc(NC(=O)c2ccccc2OCc2ccccc2)c1
6	CC(C)CNC(=O)CCCc1ccccc1

Compound	1	2	3	4	5	6
mIAP block	1	-2	2	-4	-3	6
A3A deaminase	-4	1	-4	-2	-2	-4
hIAP inh	-23	-20	-1	6	-11	2
beta cell repl	-4	1	1	1	-2	-4
MPTP inh	2.0	0.1	-0.9	2.2	0.0	2.6
hIAP activ	1.2	1.2	1	0.94	1.1	0.98
A3G deaminase	-6	-1	-8	-4	-7	-9
NR3A LBD binder	-2	2	1	-2	0	-2
mIAP act	0.99	1	0.98	1	1	0.94

7	CC1CC(C)CN(C(=O)COC(=O)c2c[nH]c3ccccc23)C1 (centres undefined)
8	CCOc1ccc(Nc2nc(N)c([N+](=O)[O-])c(N3CCOCC3)n2)cc1
9	O=c1[nH]nc(Cc2ccc(-c3ccccc3Cl)o2)c2ccccc12
10	CCC1(C)CC(=O)N(c2ccc(F)c(Cl)c2)C(=O)C1
11	COCCCN1C(=O)C(=O)/C(=C(/O)c2ccc(S(=O)(=O)N3CCOCC3)cc2)C1c1ccc(C(C)C)cc1 (centres undefined)
12	CCOc1ccccc1OCC(=O)Nc1ccccc1C(=O)NC1CC1

Compound	7	8	9	10	11	12
mIAP block	-9	9	2	8	0	-2
A3A deaminase	0	2	-5	-1	-3	-2
hIAP inh	9	24	-7	9	6	9
beta cell repl	-6	-4	-3	-2	0	-4
MPTP inh	-0.3	-0.3	35	-1.6	-0.3	-1.4
hIAP activ	0.91	0.76	1.1	0.91	0.94	0.91
A3G deaminase	-1	-3	-7	-3	3	12
NR3A LBD binder	1	-1	6	0	-4	-1
mIAP act	1.1	0.91	0.98	0.93	1	1

Entries of single compounds as entered above. Order of values: mIAP block, A3A deaminase, hIAP inh, beta cell repl, MPTP inh, hIAP activ, A3G deaminase, NR3A LBD binder, mIAP act
`CC(C)CNC(=O)CCCc1ccccc1` across the screens: 6, -4, 2, -4, 2.6, 0.98, -9, -2, 0.94
`CC1CC(C)CN(C(=O)COC(=O)c2c[nH]c3ccccc23)C1` (centres undefined) across the screens: -9, 0, 9, -6, -0.3, 0.91, -1, 1, 1.1

(more compounds)
13	CN(NC(=O)Nc1ccccc1)c1cnn(C)c(=O)c1Cl
14	COc1ccc(C(=O)OCC(=O)Nc2c(C)cccc2C)cc1
15	O=C(OC1CCc2ccccc2C1=O)c1ccccc1O (centres undefined)
16	COc1coc(C(O)C[N+](=O)[O-])cc1=O (centres undefined)
17	COc1ccc(NC(=O)C2CCN(S(=O)(=O)c3cccnc3)CC2)cc1Cl
18	O=C(c1ccc2c(c1)CCN2S(=O)(=O)c1ccccc1)N1CCN(c2ccccc2F)CC1

Compound	13	14	15	16	17	18
mIAP block	-6	1	-4	8	9	-3
A3A deaminase	-2	-3	-1	-3	0	2
hIAP inh	-6	-12	5	-19	8	8
beta cell repl	-1	-2	-4	1	-3	-4
MPTP inh	1.1	-0.7	-0.2	-0.2	-0.8	-1.8
hIAP activ	1.1	1.1	0.95	1.2	0.92	0.92
A3G deaminase	-12	-5	-7	-2	-3	-1
NR3A LBD binder	-3	-2	4	0	-3	2
mIAP act	1.1	0.99	1	0.92	0.91	1

19	COc1ccc(O[C@H]2C=C[C@@H](c3ccccc3)O[C@@H]2CO/N=C(\C)CCC(=O)OC[C@H]2O[C@H](c3ccccc3)C=C[C@@H]2Oc2ccc(OC)cc2)cc1
20	O=C(NC1CC2CCC(C1)N2Cc1ccccc1)c1ccccc1Cl (centres undefined)
21	CCn1c(COc2ccccc2C(N)=O)nc2ccccc21
22	CCN1C(=O)[C@H]2[C@@H](c3ccc(C)cc3)N3C(=O)N(c4cccc(Cl)c4)C(=O)[C@@]3(Cc3ccc(Cl)cc3)[C@H]2C1=O
23	Cc1ccc(C(=O)NCC(=O)O)o1
24	COc1ccc(OC)c(NC(=O)C2CC(=O)N(c3ccc(Br)cc3)C2)c1 (centres undefined)

Compound	19	20	21	22	23	24
mIAP block	17	4	-5	1	0	-8
A3A deaminase	-1	-3	-1	0	-2	2
hIAP inh	20	0	10	14	6	6
beta cell repl	-5	-3	-4	-8	-1	-2
MPTP inh	.	-0.9	-2.7	0.2	-3.9	6.5
hIAP activ	0.8	1	0.9	0.86	0.94	0.94
A3G deaminase	-9	-4	-2	-1	-6	3
NR3A LBD binder	.	0	0	0	1	1
mIAP act	0.83	0.96	1	0.99	1	1.1

25	Clc1ccc(Cn2ccc(C3CC3)n2)cc1
26	Cc1cc(C)c2[nH]c(=O)c(C(c3nnnn3Cc3ccc4c(c3)OCO4)N3CCCC3)cc2c1 (centres undefined)
27	COc1ccc(-n2c(-c3ccc(Cl)cc3)c[n+]3c2CCc2ccccc2-3)cc1
28	Cc1cc(C)n2nc(-c3sccc3-n3cccc3)cc2n1
29	NS(=O)(=O)c1ccc(NC(=O)C(Sc2ccccc2)c2ccccc2)cc1 (centres undefined)
30	CC(=O)N[C@@H]1[C@@H](O)[C@@H]2OC(c3ccccc3)OC[C@H]2O[C@@H]1N=[N+]=[N-] (some centres undefined)

Compound	25	26	27	28	29	30
mIAP block	0	36	-5	-2	-3	-7
A3A deaminase	3	-8	-3	-3	2	1
hIAP inh	-1	10	-23	-20	-12	-13
beta cell repl	-2	0	-6	2	-3	1
MPTP inh	2.2	-0.1	0.0	-2.7	2.9	0.4
hIAP activ	1	0.9	1.2	1.2	1.1	1.1
A3G deaminase	-2	10	-4	-6	-3	-3
NR3A LBD binder	1	-7	-2	11*	-1	-1
mIAP act	1	0.64	1	1	1	1.1

A different layout for 2 compounds above.
cpd	mol	mIAP block	A3A deaminase	hIAP inh	beta cell repl	MPTP inh	hIAP activ	A3G deaminase	NR3A LBD binder	mIAP act
16	COc1coc(C(O)C[N+](=O)[O-])cc1=O (centres undefined)	8	-3	-19	1	-0.2	1.2	-2	0	0.92
17	COc1ccc(NC(=O)C2CCN(S(=O)(=O)c3cccnc3)CC2)cc1Cl	9	0	8	-3	-0.8	0.92	-3	-3	0.91

(continued)
31	O=C(CN1Cc2ccccc2C1=O)Nc1ccc2c(c1)OCCO2
32	CCc1nc2ccc(C(=O)NCc3ccccc3)cc2nc1CC
33	O=C(O)c1cc(=O)[nH]c2ccc(S(=O)(=O)Nc3ccc(F)cc3)cc12
34	CNC(=O)CS(=O)CC(=O)Nc1cc(OCCOC)c(Cl)cc1Cl (centres undefined)
35	Cc1cccc(C2Nc3ccccc3C(=O)N2c2ccccc2)n1 (centres undefined)
36	CN(c1ccccc1)S(=O)(=O)c1cccc(C(=O)Nc2ccc(N3CCOCC3)cc2)c1

Compound	31	32	33	34	35	36
mIAP block	10	-2	-1	-6	7	-1
A3A deaminase	2	6	-2	8	2	-1
hIAP inh	-18	-8	-7	9	-11	16
beta cell repl	-5	-2	4	-2	-4	-2
MPTP inh	-1.2	1.1	-1.1	-0.3	0.1	0.3
hIAP activ	1.2	1.1	1.1	0.91	1.1	0.84
A3G deaminase	11	1	-7	1	3	-5
NR3A LBD binder	1	1	2	0	0	0
mIAP act	0.9	1	1	1.1	0.93	1

37	Cn1c(C(=O)N2CCN(c3cccc(C(F)(F)F)c3)CC2)cc2sccc21
38	O=C(c1cccs1)c1no[n+]([O-])c1C(=O)c1cccs1
39	COC(=O)c1ccc(CN(Cc2ccc(C(=O)OC)o2)C(C)(C)C)o1
40	COc1cccc(CNC(=O)CSc2nnc3c(n2)[nH]c2ccc(F)cc23)c1
41	Cn1c(SCC(=O)N/N=C/c2cccnc2)nnc1-c1ccccc1
42	COc1cc(OC)c2c(-c3ccccc3)cc(=O)oc2c1C(CCN1CCCC1)c1ccc2c(c1)OCO2 (centres undefined)

Compound	37	38	39	40	41	42
mIAP block	11	3	4	14	-12	2
A3A deaminase	0	4	0	1	-2	0
hIAP inh	-9	-26	5	11	-6	17
beta cell repl	-5	-4	-3	-2	2	-8
MPTP inh	0.1	0.1	-3.5	-0.7	-0.6	-0.7
hIAP activ	1.1	1.3	0.95	0.89	1.1	0.83
A3G deaminase	-8	11	-6	-2	-3	-5
NR3A LBD binder	-19	0	0	-2	-1	2
mIAP act	0.89	0.97	0.96	0.86	1.1	0.98

43	CCOc1ccc(N2CC(C(=O)NCc3ccco3)CC2=O)cc1 (centres undefined)
44	CCCNC(=S)NNC(=O)c1cccs1
45	CCc1cccc(NC(=O)C2CCCN2S(=O)(=O)c2ccccc2C(F)(F)F)c1 (centres undefined)
46	N#Cc1nccnc1N1CCN(C(=O)Nc2ccccc2)CC1
47	COc1cc(NC(=O)C2CC2)c(OC)cc1NC(=O)CCC(=O)NC1CCN(Cc2ccccc2)CC1
48	CCOCCCNC(=O)C1CCC(CNS(=O)(=O)c2ccc(Cl)cc2)CC1 (centres undefined)

Compound	43	44	45	46	47	48
mIAP block	-2	4	1	-16	1	10
A3A deaminase	0	-6	2	-1	1	1
hIAP inh	-9	-16	14	-6	12	1
beta cell repl	0	2	-5	2	-4	-2
MPTP inh	2.0	-5.4	-0.5	1.0	-0.9	0.2
hIAP activ	1.1	1.2	0.86	1.1	0.88	0.99
A3G deaminase	-4	-8	-3	-2	1	-4
NR3A LBD binder	1	2	-2	-2	-1	-1
mIAP act	1	0.96	0.99	1.2	0.99	0.91

49	CCC(CC)C(=O)N1CCN(Cc2nc3ccccc3c(=O)[nH]2)CC1
50	COc1cccc(-c2nc(NC(C)C)c3ccccc3n2)c1O
51	CC12CCC(C(=O)N(NC(=O)c3ccc(O)cc3)C1=O)C2(C)C (centres undefined)
52	COc1ccc(CCNC(=O)CCC(=O)Nc2ccc3nc(N4CCN(C)CC4)cc(C)c3c2)cc1OC
53	COc1ccccc1-c1nc(C#N)c(N2CCN(c3cccc(Cl)c3)CC2)o1
54	Cc1ccc(S(=O)(=O)N2CCC(C(=O)NC3CC(C)(C)NC(C)(C)C3)CC2)cc1C

Compound	49	50	51	52	53	54
mIAP block	-2	7	5	-4	-1	-2
A3A deaminase	0	0	-3	1	-3	1
hIAP inh	-3	4	-14	-11	5	-30
beta cell repl	2	-5	0	2	-3	1
MPTP inh	1.1	33	1.0	2.1	-1.7	0.3
hIAP activ	1	0.96	1.1	1.1	0.95	1.3
A3G deaminase	-5	-3	-7	-5	-4	0
NR3A LBD binder	0	-14	0	-1	0	-3
mIAP act	1	0.93	0.95	1	1	1

55	O=C1CCC/C(=N\NC(=O)c2ccc(COc3ccccc3-c3ccccc3)cc2)C1
56	CCc1nnc(NC(=O)CCc2c[nH]c3ccccc23)s1
57	Cc1n[nH]c(=O)c2c(NC(=O)CSc3nc4ccccc4c(=O)n3CCCO)oc(C)c12
58	CCCCOC(=O)c1ccc(NC(=O)C(=O)NCC2CCCO2)cc1 (centres undefined)
59	Oc1ccccc1CNc1cnc2ccccc2c1
60	CC(C)CC(CO)N1CCN(C(=O)c2ccccc2)CCC1=O (centres undefined)

Compound	55	56	57	58	59	60
mIAP block	0	-5	-4	8	8	4
A3A deaminase	3	-3	0	-3	-2	-4
hIAP inh	-5	-15	-8	3	28	-8
beta cell repl	-5	0	-1	-1	-2	-2
MPTP inh	0.8	0.0	-1.5	0.6	71*	1.3
hIAP activ	1.1	1.2	1.1	0.97	0.72	1.1
A3G deaminase	-6	0	-5	-7	-8	-3
NR3A LBD binder	-6	-19	0	2	-23	-2
mIAP act	1	1.1	1	0.92	0.92	0.96
